TAAR1 agonist: human TAAR1 agonists, primary screen, Fluo-8 calcium fluorescence, CHO RD-HGA16 cells | Trace amine-associated receptor 1 (Homo sapiens), Q96RJ0 | vehicle wells 0%, saturating PEA agonist 100% | activation, % at 3 µM | hit rate 0.99% among 360,000 | AID 624467, 2012;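 active means activation above the mean activation of all test compounds in the run plus 3 SD, cut at about 38% in these data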
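Repeats: no replicates (n 1) | Material: CHO-derived RD-HGA16 cells with stable Gα16 and human TAAR1 | Technique: Kinetic Fluo-8 calcium fluorescence | Schedule: 17-24 h seeding, 75 min 37 °C dye, 30 min RT | Evaluation: % activation from peak over basal fluorescence ratio, DMSO-to-PEA scaled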
CHO parental Ca: ATP-evoked calcium signal inhibitors, parental CHO, primary screen, counter-screen for OX1R antagonist project, cell-based, fluorescence, Fluo-8 calcium dye. parental CHO-K1, ATP-induced calcium, Fluo-8 fluorescence. inhibition, % at 5.6 µM. hit rate 0.63% among 330,000;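 active means inhibition above that plate's mean sample inhibition plus 3 SD, cut at about 26% in these data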;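 further: 0% = ATP-challenged DMSO wells and 100% = DMSO wells without ATP; some compounds past the cut are filed as inactive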
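Assay system – parental CHO cells · Reagent – ATP stimulus · Detection – intracellular calcium via Fluo-8 no-wash fluorescent dye · Evaluation – percent inhibition of ATP-evoked calcium rise, normalized to controls · Controls – ATP wells versus no-ATP DMSO wells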
TAAR1 antagonist: human TAAR1 antagonists, primary screen, Fluo-8 calcium fluorescence, CHO RD-HGA16 cells. Trace amine-associated receptor 1 (Homo sapiens), Q96RJ0. antagonist. inhibition, % at 3 µM. hit rate 1.5% among 360,000. AID 624466, 2012;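 active means inhibition above a per-plate cutoff, the mean inhibition of test compounds on that plate plus 3 SD, cut at about 49% in these data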;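 further: 0% = DMSO plus EC80 beta-PEA response and 100% = DMSO alone without agonist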
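Test system – hTAAR1-expressing CHO RD-HGA16 cells, Gα16-coupled · Reagent – β-PEA at EC80 concentration, post-compound challenge · Compound dosing – 3 µM, single point · Timing – 140 s kinetic read after compound, 140 s after agonist · Detection – Fluo-8 intracellular calcium dye fluorescence, real-time kinetic reads · Control set – DMSO and EC80 PEA controls · Repeats – n of 1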
CHO-K1 Ca antag: counter-screen for M1 antagonists: effect in parental CHO-K1 cells; ATP-induced calcium, Fluo-8 fluorescence; inhibition, % at 3 µM; hit rate 0.6% among 360,000; AID 602250;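 active means inhibition above a per-plate cutoff, the plate's mean sample inhibition plus 3 SD, cut at about 24% in these data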;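 further: 0% = DMSO plus EC80 ATP and 100% = DMSO alone without ATP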
M1 ag: human M1 muscarinic receptor agonists, primary screen, Fluo-8 calcium fluorescence, CHO-K1 cells, HTS | Muscarinic acetylcholine receptor M1 (Homo sapiens), P11229 | CHO-K1 hM1, agonist mode; 0% DMSO, 100% acetylcholine EC100 | activation, % at 3 µM | hit rate 0.33% among 360,000 | AID 588814, 2011;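 active means activation above the run's mean compound activation plus 3 SD, cut at about 16% in these data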;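 further: peak over basal fluorescence ratio within a 140 s kinetic read after compound addition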
Target sequence (P11229 whole entry, looked up): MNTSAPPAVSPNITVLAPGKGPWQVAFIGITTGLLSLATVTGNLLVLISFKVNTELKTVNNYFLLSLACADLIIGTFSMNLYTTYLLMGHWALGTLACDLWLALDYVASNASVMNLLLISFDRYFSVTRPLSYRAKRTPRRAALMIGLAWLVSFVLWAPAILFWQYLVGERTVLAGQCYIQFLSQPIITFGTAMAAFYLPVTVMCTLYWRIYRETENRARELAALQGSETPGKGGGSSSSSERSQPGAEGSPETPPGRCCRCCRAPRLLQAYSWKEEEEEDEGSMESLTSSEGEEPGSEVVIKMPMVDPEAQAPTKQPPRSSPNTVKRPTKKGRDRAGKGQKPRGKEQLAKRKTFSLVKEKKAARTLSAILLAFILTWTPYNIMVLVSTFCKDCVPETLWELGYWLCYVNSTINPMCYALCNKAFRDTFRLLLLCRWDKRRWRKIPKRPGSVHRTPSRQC
M1 ag parental: counter-screen for M1 agonists: effect in parental CHO-K1 cells; Fluo-8 calcium fluorescence; scaled to maximal ATP response, vehicle zero; activation, % at 3 µM; hit rate 0.48% among 360,000; AID 602248, 2012; in the data active means activation above about 15%;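 further: untransfected CHO-K1 host cells lacking M1 receptor as counterscreen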
M1 antag: human M1 muscarinic receptor antagonists, primary screen, CHO-K1 cells, Fluo-8 calcium fluorescence, 1536-well; Muscarinic acetylcholine receptor M1 (Homo sapiens), P11229; CHO-K1 hM1, ACh EC80 antagonist; inhibition, % at 3 µM; hit rate 1.3% among 360,000;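 active means percent inhibition above its own plate's cutoff, namely the mean of that plate's compound wells plus 3 SD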;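 further: peak over basal fluorescence ratio during 140 s after agonist addition; 0% = ACh EC80 plus DMSO and 100% = DMSO alone without agonist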
M1 PAM parental: nonselective calcium activators in parental CHO-K1 cells, primary screen, counter-screen for M1 PAM project, cell-based, Fluo-8 calcium fluorescence, full deck, 1536-well. ATP EC20; 0% at ATP EC20, 100% at ATP max. activation, % at 3 µM. hit rate 0.02% among 360,000. AID 602247, 2012;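 active means activation above the run cutoff, the mean activation of all test compounds plus 3 SD, cut at about 40% in these data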;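 further: peak over basal fluorescence ratio in a 140 s read after ATP addition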
OXTR potentiator: human OXTR potentiators, primary screen, fluorescence, CHO-OTR cells, Fluo-8 calcium | Oxytocin receptor (Homo sapiens), P30559 | Fluo-8 calcium fluorescence, potentiator mode; 0% = oxytocin EC15, 100% = EC100 | activation, % at 3 µM | hit rate 0.061% among 320,000 | AID 2445, 2010;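 active means activation above that plate's cutoff, the mean activation of tested compounds plus 3 SD, cut at about 6.6% in these data, passing the limit was not always enough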;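 further: 100% uses oxytocin at 75 nM as the full agonist control; some results filed as inactive read as strong as hits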
Target sequence (P30559 whole entry, looked up): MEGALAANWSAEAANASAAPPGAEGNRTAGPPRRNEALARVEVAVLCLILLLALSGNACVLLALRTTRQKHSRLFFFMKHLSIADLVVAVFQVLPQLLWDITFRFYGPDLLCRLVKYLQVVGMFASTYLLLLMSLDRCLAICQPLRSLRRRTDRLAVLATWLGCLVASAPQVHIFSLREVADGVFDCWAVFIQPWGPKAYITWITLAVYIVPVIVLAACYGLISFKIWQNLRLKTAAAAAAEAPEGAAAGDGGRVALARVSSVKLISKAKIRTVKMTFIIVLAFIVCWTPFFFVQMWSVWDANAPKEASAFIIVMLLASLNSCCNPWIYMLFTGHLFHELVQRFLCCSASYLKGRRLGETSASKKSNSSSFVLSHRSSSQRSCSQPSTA
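Material: CHO-OTR cells, human receptor; compound dosing: single dose, 3.0 µM nominal final compound concentration; schedule: 6 min compound pre-incubation at room temperature, 100 s kinetic read; measured by: kinetic Fluo-8 calcium fluorescence; read-out basis: % activation vs EC15 and EC100 oxytocin; controls: EC15 oxytocin alone as 0%, 75 nM oxytocin as 100%; replicates: singlicate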
Active calls of the source: *.

What do the screens show for `COc1cc(C2c3c([nH]c(=O)[nH]c3=O)Nc3ccc4ccccc4c32)cc(OC)c1OC` (stereo not drawn)?
TAAR1 agonist: 0.3; CHO parental Ca: -25.6; TAAR1 antagonist: -8.0; CHO-K1 Ca antag: 7.1; M1 ag: -7.0; M1 ag parental: -0.4; M1 antag: -3.2; M1 PAM parental: 0.9; OXTR potentiator: -2.5

How did COc1ccc(CCNC(=O)CCC(=O)NC2CCCCC2)cc1OC do in these assays?
TAAR1 agonist: 8.0; CHO parental Ca: -17.2; TAAR1 antagonist: -7.9; CHO-K1 Ca antag: -8.9; M1 ag: -4.1; M1 ag parental: 0.3; M1 antag: -19.0; M1 PAM parental: 15.5; OXTR potentiator: -5.3

How did CN1\C(=C/C=C/C=C/C=[N+](C)C)C(C)(C)c2ccccc21 do in these assays?
TAAR1 agonist: 714.7*; TAAR1 antagonist: 109.4*; CHO-K1 Ca antag: 14.2; M1 ag: 52.6*; M1 ag parental: 25.7*; M1 antag: 47.0*; M1 PAM parental: -4.4

How did O=C(CSc1ccc2ccccc2c1)Nc1ncccn1 do in these assays?
TAAR1 agonist: 4.2; CHO parental Ca: -2.5; TAAR1 antagonist: -18.9; CHO-K1 Ca antag: -3.4; M1 ag: -5.4; M1 ag parental: 1.9; M1 antag: -2.5; M1 PAM parental: 15.4; OXTR potentiator: -5.3

Results for Cn1cnc2c(cnn2C)c1=N ?
TAAR1 agonist: -0.1; TAAR1 antagonist: 1.3; CHO-K1 Ca antag: -6.6; M1 ag: 1.4; M1 ag parental: 0.0; M1 antag: -14.8; M1 PAM parental: 8.0

How did c1ccc(Cn2nnnc2C(c2cccs2)N2CCc3ccccc3C2)cc1 (stereo not drawn) do in these assays?
CHO parental Ca: -9.4; CHO-K1 Ca antag: 0.8; M1 ag: -6.5; M1 ag parental: 14.1; M1 antag: 7.5; M1 PAM parental: 18.6; OXTR potentiator: -3.0

What do the screens show for `COc1cccc(-c2nn(-c3ccccc3)cc2C(=O)OCC(=O)Nc2ncc(Cl)cc2Cl)c1`?
TAAR1 agonist: -1.6; CHO parental Ca: -14.7; TAAR1 antagonist: 4.7; CHO-K1 Ca antag: 5.5; M1 ag: -7.3; M1 ag parental: 0.4; M1 antag: 10.3; M1 PAM parental: 3.5; OXTR potentiator: -8.5

What do the screens show for `COc1cc(/C=N/NC(=O)c2cccnc2)cc2c1OCO2`?
TAAR1 agonist: 0.9; CHO parental Ca: -7.8; TAAR1 antagonist: 6.6; CHO-K1 Ca antag: -6.2; M1 ag: -1.8; M1 ag parental: 0.6; M1 antag: -10.2; M1 PAM parental: 9.6; OXTR potentiator: -2.5

How did O=C(COC(=O)c1ccccc1O)NCCCc1ccccc1 do in these assays?
TAAR1 agonist: 2.5; CHO parental Ca: -10.5; TAAR1 antagonist: -1.8; CHO-K1 Ca antag: -5.0; M1 ag: -2.9; M1 ag parental: 0.6; M1 antag: -10.7; M1 PAM parental: 17.2; OXTR potentiator: -3.7

Results for CCOC(=O)C1(CCCc2ccccc2)CCN(S(=O)(=O)N(C)C)CC1 ?
TAAR1 agonist: 6.4; CHO parental Ca: -3.4; TAAR1 antagonist: 21.3; CHO-K1 Ca antag: -4.4; M1 ag: -3.7; M1 ag parental: 4.2; M1 antag: -2.5; M1 PAM parental: 13.7; OXTR potentiator: -11.1

Results for Cc1c(NC(=O)C(C)OC(=O)/C=C/c2ccc(OC(F)F)cc2)c(=O)n(-c2ccccc2)n1C (stereo not drawn) ?
TAAR1 agonist: -1.9; CHO parental Ca: -10.7; TAAR1 antagonist: 10.6; CHO-K1 Ca antag: 3.2; M1 ag: -6.3; M1 ag parental: -0.6; M1 antag: -1.1; M1 PAM parental: -7.8; OXTR potentiator: 0.7

How did CC(C)CN(C(=O)COC(=O)c1ccccc1SCC(=O)NC1CCCCCC1)C1CCS(=O)(=O)C1 (stereo not drawn) do in these assays?
TAAR1 agonist: 2.3; CHO parental Ca: -29.0; TAAR1 antagonist: 7.1; CHO-K1 Ca antag: -9.1; M1 ag: -7.1; M1 ag parental: 0.2; M1 antag: -9.4; M1 PAM parental: 19.7; OXTR potentiator: -4.4

How did CCC(C)c1ccc(OCC(=O)Nc2ccc(CN3CCOCC3)cc2)cc1 (stereo not drawn) do in these assays?
TAAR1 agonist: 13.7; TAAR1 antagonist: -4.8; CHO-K1 Ca antag: -2.4; M1 ag: 0.4; M1 ag parental: 10.6; M1 antag: 3.2; M1 PAM parental: 12.1

What do the screens show for `CN(C)c1ccc(CN(C(=O)COc2ccccc2)C2CCS(=O)(=O)C2)cc1` (stereo not drawn)?
TAAR1 agonist: 4.3; CHO parental Ca: -4.9; TAAR1 antagonist: -5.8; CHO-K1 Ca antag: 26.6*; M1 ag: -1.6; M1 ag parental: 0.1; M1 antag: -3.0; M1 PAM parental: 7.9; OXTR potentiator: -2.9

What do the screens show for `N#C/C(=C/c1ccc(O)cc1)C(=O)NCc1ccc(Cl)cc1`?
TAAR1 agonist: 33.8; CHO parental Ca: -7.0; TAAR1 antagonist: 3.7; CHO-K1 Ca antag: 5.0; M1 ag: 8.4; M1 ag parental: 1.7; M1 antag: 7.3; M1 PAM parental: -15.2; OXTR potentiator: -7.9

What do the screens show for `Cc1ccc(NC(=O)C2OCCc3ccccc32)cc1Cl` (stereo not drawn)?
TAAR1 agonist: -2.2; CHO parental Ca: -16.1; TAAR1 antagonist: -18.8; CHO-K1 Ca antag: -21.1; M1 ag: -6.3; M1 ag parental: 3.4; M1 antag: -13.4; M1 PAM parental: 15.0; OXTR potentiator: -13.9

What do the screens show for `COC(=O)C1=CN(Cc2ccc(OC)cc2)C=C(C(=O)OC)C1c1ccsc1`?
TAAR1 agonist: 8.6; CHO parental Ca: -20.1; TAAR1 antagonist: -9.4; CHO-K1 Ca antag: 4.5; M1 ag: -11.4; M1 ag parental: -0.1; M1 antag: -3.4; M1 PAM parental: 10.2; OXTR potentiator: -11.8

How did COc1ccccc1C(=O)NNC(=O)C(=O)NC(C)(C)C do in these assays?
TAAR1 agonist: 0.7; CHO parental Ca: -10.9; TAAR1 antagonist: -19.5; CHO-K1 Ca antag: -4.0; M1 ag: -3.4; M1 ag parental: 1.8; M1 antag: -0.7; M1 PAM parental: 11.2; OXTR potentiator: -21.8

Results for Cc1ccc(SCC(=O)OCC(=O)NC2CCCCCC2)cc1 ?
TAAR1 agonist: -3.5; CHO parental Ca: -16.5; TAAR1 antagonist: -22.1; CHO-K1 Ca antag: -6.5; M1 ag: -2.7; M1 ag parental: -0.2; M1 antag: -14.7; M1 PAM parental: 6.3; OXTR potentiator: -7.7

Results for Cc1ccc(S(=O)(=O)N2CCCCC2)cc1NC(=O)COC(=O)CNC(=O)c1cc(Cl)cc([N+](=O)[O-])c1 ?
TAAR1 agonist: 5.1; CHO parental Ca: -5.7; TAAR1 antagonist: -8.7; CHO-K1 Ca antag: -13.4; M1 ag: -4.2; M1 ag parental: 6.0; M1 antag: -11.2; M1 PAM parental: 15.8; OXTR potentiator: -7.0

What do the screens show for `COc1ccccc1NS(=O)(=O)c1cccc(C(=O)NCC2(N3CCCCC3)CCCCC2)c1`?
TAAR1 agonist: 2.9; TAAR1 antagonist: -12.0; CHO-K1 Ca antag: 0.1; M1 ag: -7.9; M1 ag parental: 0.3; M1 antag: -0.2; M1 PAM parental: 4.4

Results for CCN(CCNC(=O)c1ccc(CSc2nc3ccncc3[nH]2)cc1)c1ccccc1 ?
TAAR1 agonist: 1.2; CHO parental Ca: -7.8; TAAR1 antagonist: 30.8; CHO-K1 Ca antag: -2.9; M1 ag: -3.0; M1 ag parental: 1.8; M1 antag: -1.7; M1 PAM parental: 7.2; OXTR potentiator: -7.8

What do the screens show for `COc1ccc(NC2CCCN(C(=O)c3cc(CC(C)C)nc(N)n3)C2)cc1` (stereo not drawn)?
TAAR1 agonist: 0.3; CHO parental Ca: -20.3; TAAR1 antagonist: -15.5; CHO-K1 Ca antag: -12.3; M1 ag: -3.0; M1 ag parental: 0.0; M1 antag: 14.5; M1 PAM parental: 19.9; OXTR potentiator: -1.0

How did CCOC(=O)N1CCc2cc(OC)c(OC)c3c2c1cc1cc(OC)c(OC)cc13 do in these assays?
TAAR1 agonist: -0.6; TAAR1 antagonist: -16.3; CHO-K1 Ca antag: 13.1; M1 ag: -8.0; M1 ag parental: -0.6; M1 antag: 3.7; M1 PAM parental: -16.2

What do the screens show for `Cc1cc(C)n(CCNC(=O)[C@H]2O[C@@H](n3cnc4c(N)ncnc43)[C@H](O)[C@@H]2O)n1`?
TAAR1 agonist: 4.0; TAAR1 antagonist: 10.5; CHO-K1 Ca antag: -17.9; M1 ag: -2.5; M1 ag parental: 0.0; M1 antag: -24.4; M1 PAM parental: 2.2

How did CCOc1cc(CNc2ccc3c(c2)CCC3)ccc1O do in these assays?
TAAR1 agonist: 22.0; CHO parental Ca: -20.1; TAAR1 antagonist: -10.2; CHO-K1 Ca antag: -15.4; M1 ag: -2.7; M1 ag parental: 1.4; M1 antag: -3.2; M1 PAM parental: 19.4; OXTR potentiator: -14.7

How did COc1ccc(NC(=O)CCNC(=O)c2ccccc2)cc1S(N)(=O)=O do in these assays?
TAAR1 agonist: -1.5; CHO parental Ca: -2.5; TAAR1 antagonist: 9.9; CHO-K1 Ca antag: -7.2; M1 ag: -4.4; M1 ag parental: 1.1; M1 antag: -9.8; M1 PAM parental: 12.3; OXTR potentiator: -1.9
